Screening results deposited in PubChem by Southern Research Specialized Biocontainment Screening Center.
PhoP GFP inhibition – PhoP regulon inhibitors, Salmonella typhi PhoP promoter GFP reporter, confirmatory (AID 1850); Salmonella Typhi PhoP-promoter GFP reporter, fluorescence, 4 h; higher % means a stronger effect; inhibition, % at 50 µM; hits with a dose series show IC50 in µM; hit rate 0.33% among 310,000; in the data active means a potency from the dose series; inconclusive means inhibition mostly from about 25% at the one dose, without a potency; inactive means the rest, 99 in 100 with inhibition below about 19%;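 further: 0% = induced wells with vehicle and 100% = uninduced wells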
tuberculosis growth – growth inhibition of non-replicating M. tuberculosis (AID 488890); Mycobacterium tuberculosis non-replicating, growth inhibition; higher % means a stronger effect; inhibition, % at 25 µM, or IC50 in µM where a hit was titrated; hit rate 0.39% among 320,000; in the data active means a potency from the dose series; inconclusive means inhibition mostly from about 82% at the one dose, without a potency; inactive means the rest, 99 in 100 with inhibition below about 76%;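 further: plate controls were DMSO cells for no effect and high antibiotic wells for full effect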
VEEV TC-83 Vero – inhibitors of VEEV TC-83 cytopathic effect, confirmation, Vero cells (AID 588727). inhibition, % at 20 µM, or IC50 in µM where a hit was titrated. hit rate 0.13% among 350,000. Vero cells, VEEV TC-83 cytopathic effect inhibition; higher % means a stronger effect; in the data active means a potency from the dose series; inconclusive means inhibition mostly from about 14% at the one dose, without a potency; inactive means the rest, 99 in 100 with inhibition below about 12%; further: strong numbers were not always called active
H1N1 NS1A inhibition – H1N1 influenza NS1A inhibitors, functional cell based assay (AID 504329) | NS1A functional cell-based assay, percent inhibition; higher % means a stronger effect | one-dose inhibition, % at 12.5 µM; IC50 in µM for titrated hits | hit rate 0.3% among 340,000; in the data active means a potency from the dose series; inconclusive means inhibition above about 27% without an active follow-up result; further: strong numbers were not always called active
H37Rv inhibition – M. tuberculosis growth inhibition, HTS (AID 449762). M. tuberculosis H37Rv growth inhibition, 7H9 media; higher % means a stronger effect. one-dose inhibition, % at 25 µM; IC50 in µM for titrated hits. hit rate 0.59% among 330,000; in the data active means a potency from the dose series; inconclusive means inhibition above about 70% without an active follow-up result;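 further: bacterial growth assessed after seven days of incubation; strong numbers were not always called active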
VEEV TC-83 Vero 10K pilot screen – also measured in VEEV TC-83 Vero; calls as there; inhibition, %; measured here: 10K pilot screen inhibition
Starred values were filed as active, the others as inactive; i = inactive; u = inconclusive; x = no result given.

SMILES | PhoP GFP inhibition | tuberculosis growth | VEEV TC-83 Vero | H1N1 NS1A inhibition | H37Rv inhibition | others
N#Cc1ccc(OCC(=O)N(C2CCCCC2)C2CCS(=O)(=O)C2)cc1 (stereo not drawn) | x | 6% | 1.9% | -5% | -6%
CCCNC(=O)/C=C/c1ccc(C(C)C)cc1 | -2% | 71% | i | -3% | -4%
S=C1N(c2ccccc2)CN(C2CCCCC2)CN1c1ccccc1 | -10% | -3% | 0.3% | -33% | 11%
CC(=O)N1c2ccc(S(=O)(=O)N3CCCC3)cc2CC1C(=O)NCc1ccc(N(C)C)cc1 (stereo not drawn) | -24% | 3% | i | 4% | 9%
CC(C)NCC(O)c1ccc2ccccc2c1 (stereo not drawn) | 7% | -4% | i | 4% | -7%
Cc1ccc(S(=O)(=O)N(CC(=O)NCc2ccco2)Cc2ccc(F)cc2)cc1 | -8% | 19% | 2.6% | -14% | -2%
CCOc1ccc(Nc2nc3ccccc3n3cnnc23)cc1 | 4% | -16% | 12% | -15% | -7%
CNC(=S)N1CCC(Cc2ccccc2)CC1 | -3% | 21% | 1.9% | -3% | 4%
CC(C)CN1CCN(Cc2cccc3c2OCO3)CC1CCO (stereo not drawn) | 1% | 1% | 0.4% | 5% | 10%
CCCOC(=O)c1cc2ccccc2oc1=O | 3% | 74% | 0.6% | -6% | -4%
CC(C)CNC(=O)C1Nc2ccc(OC(F)(F)F)cc2C2C=CCC12 (stereo not drawn) | -7% | -4% | 0.3% | 0% | -3%
CN(C)c1ccc(/C=C/C(=O)c2cc(Cl)ccc2O)cc1 | -4% | 14% | 2.7% | 24% | 5%
CS(=O)c1nc(-c2ccc(Br)cc2)cc(-c2ccccc2)c1C#N (stereo not drawn) | -7% | 41% | 13% | 1% | 65%
COc1ccc(-c2nc3c(n2O)CCCC3=O)cc1OC | -1% | 12% | 1.2% | 6% | -4%
CC(OC(=O)c1ccccc1O)C(=O)Nc1cccc(Cl)c1 (stereo not drawn) | 5% | 12% | 0.5% | -4% | 0%
O=C(CNC1CCCC1)Nc1ccc(N2CCCCCC2)cc1 | 14% | i | i | 21% | u
Cc1cc(NC(=O)CC#N)n(-c2nc3ccccc3[nH]2)n1 | 16% | x | 0.1% | -17% | 3%
CC(C)CN(CC(C)C)C(=O)Cc1coc2ccc3ccccc3c12 | 3% | 23% | i | 4% | 9%
COC(=O)c1cc2ccccc2c(-c2c(O)ccc3ccccc23)c1O | -6% | 14% | 0.9% | 3% | 2%
CC(=O)Nc1ccc(NC(=O)COC(=O)c2ccc(S(=O)(=O)N(C)c3ccccc3)cc2)cc1 | x | x | 0.9% | 0% | x
CN1C(=O)CSc2ccc(NC(=O)Nc3ccccn3)cc21 | -6% | -5% | 0.7% | 2% | -4%
Cc1nn(-c2ccccc2)c(N)c1C(O)(CC(=O)C(F)(F)F)C(F)(F)F (stereo not drawn) | -7% | -9% | 1.3% | -14% | 11%
Nc1cccc(P(=O)(c2ccccc2)c2ccccc2)c1 | 5% | -1% | i | -11% | 2%
COCCc1ncc(CN2CCCC(C(=O)Nc3cccc(-c4cccc(C)c4)c3)C2)cn1 (stereo not drawn) | -3% | 16% | 2.2% | 2% | 3%
CCCCCCCOc1ccc(-c2ccc(C#N)cn2)cc1 | -5% | 77% | 0.2% | 2% | u

Continuation:
SMILES | PhoP GFP inhibition | tuberculosis growth | VEEV TC-83 Vero | H1N1 NS1A inhibition | H37Rv inhibition | others
O=C1NN(c2ccc(F)cc2)C(=O)/C1=C/c1cccs1 | -17% | 52% | 2.3% | 7% | u
Cc1ccc(CCNC(=O)C2CCN(S(=O)(=O)c3cccc4nsnc34)CC2)cc1 | -12% | 4% | 0.9% | 8% | 4%
CCOC(=O)c1c(/N=C/N(C)C)sc(C=O)c1-c1ccccc1 | 2% | 39% | i | 1% | 2%
Nc1ccc2nc(C(F)(F)F)[nH]c2c1 | -3% | 18% | 0.5% | -5% | 3%
COc1ccc([C@@H]2Sc3ccccc3NC(=O)[C@@H]2O)cc1 | -7% | 8% | 2.1% | -9% | -2%
Cc1cccn2c(=O)c3cc(C(=O)NC4CCCCC4)c(=N)n(Cc4ccccc4)c3nc12 | -6% | u | 2.2% | -9% | u
CC1CCCN(Cc2ccc(OCc3ccccc3)cc2)C1 (stereo not drawn) | 0% | 69% | i | 18% | -4%
CCOc1ccc(Nc2oc(-c3cccc(Cl)c3)nc2C#N)cc1 | 3% | 1% | 3.4% | 3% | 37%
O=C(c1cc(C(=O)NCc2ccccc2)c(=O)n(Cc2ccccc2)c1)c1cc(Cl)ccc1O | -8% | 46% | 0.6% | 4% | -3%
Cc1ccc(CSc2ccc(S(=O)(=O)N3CCCC3)cn2)cc1 | x | 42% | 1.1% | -20% | -5%
Cc1c(/C(O)=C2\C(=O)C(=O)N(CCCN(C)C)C2c2ccco2)cnn1-c1ccccc1 (stereo not drawn) | x | x | 0.7% | 0% | x
Cc1cc(C)nc(NNS(=O)(=O)c2ccc(Cl)cc2)n1 | x | 0% | i | 6% | 5%
COc1ccc(S(=O)(=O)NCc2ccccn2)cc1 | -1% | -11% | 0.8% | 0% | -6%
Cc1cc2c(=O)n(C)c(SCC(=O)NC3CCCC3)nc2s1 | 9% | 7% | 2.5% | -6% | 4%
O=C(CSc1cccc2cccnc12)N/N=C/c1cccnc1 | 4% | 8% | x | x | 17%
Cc1ccc2c(c1)N(CC(=O)NCC1CCCO1)C(=O)CO2 (stereo not drawn) | 13% | -8% | 0.7% | -10% | 0%
O=[N+]([O-])c1ccc(/C=N/n2cnc3ccccc32)s1 | -7% | u | 7.1% | -3% | u | VEEV TC-83 Vero 10K pilot screen=5.5
Cc1cc2cc3c(cc2nc1SCC(=O)Nc1c(C)cccc1C)CCC3 | -1% | 4% | i | -1% | 9%
CCc1ccc(-n2c(O)cnc2Nc2nc(C)cc(C)n2)cc1 | 11% | x | 1.1% | 30% | -6%
COc1cc(CNCCc2ccc(S(N)(=O)=O)cc2)ccc1OCC(=O)NC1CCCCC1 | 6% | 20% | 0.9% | 2% | -4%
Cc1sc2nc(CSCC(=O)Nc3cc(F)ccc3F)[nH]c(=O)c2c1C | x | 15% | 3.2% | 4% | -5%
CCOC(=O)N1CCN(C(=O)Cc2ccsc2)CC1 | 0% | 2% | 3.4% | 6% | -1%
O=C(COc1ccc(S(=O)(=O)N2CCCC2)cc1Cl)NC1CC1 | 1% | 12% | 1.3% | 2% | -8%
O=C(Cc1ccc(NC(=O)C2CCN(C(=O)C3CC3)CC2)cc1)Nc1cccc(C(=O)N2CCCC2)c1 | x | x | i | -4% | x
C#CCOCCOCCOCCNc1nc(N2CCN(C(=O)CCCCCCCCCCNC(=O)[C@@H](CCSC)n3cc(CCO)nn3)CC2)nc(N2CCN(C(=O)CCCCCCCCCCNC(=O)[C@H]([C@@H](C)CC)n3cc(CCCCCN)nn3)CC2)n1 | 119µM* | 60% | x | x | u

Arranged by SMILES length (falling): part of the list above.
SMILES | PhoP GFP inhibition | tuberculosis growth | VEEV TC-83 Vero | H1N1 NS1A inhibition | H37Rv inhibition | others
Cc1ccc(CCNC(=O)C2CCN(S(=O)(=O)c3cccc4nsnc34)CC2)cc1 | -12% | 4% | 0.9% | 8% | 4%
Cc1sc2nc(CSCC(=O)Nc3cc(F)ccc3F)[nH]c(=O)c2c1C | x | 15% | 3.2% | 4% | -5%
COc1ccc([C@@H]2Sc3ccccc3NC(=O)[C@@H]2O)cc1 | -7% | 8% | 2.1% | -9% | -2%
Cc1cc2c(=O)n(C)c(SCC(=O)NC3CCCC3)nc2s1 | 9% | 7% | 2.5% | -6% | 4%
CCOC(=O)N1CCN(C(=O)Cc2ccsc2)CC1 | 0% | 2% | 3.4% | 6% | -1%
Nc1ccc2nc(C(F)(F)F)[nH]c2c1 | -3% | 18% | 0.5% | -5% | 3%

Carrying on.
SMILES | PhoP GFP inhibition | tuberculosis growth | VEEV TC-83 Vero | H1N1 NS1A inhibition | H37Rv inhibition | others
Cc1cc(=O)n2nc(N3CCC(C(=O)NC4CCCc5ccccc54)CC3)sc2n1 (stereo not drawn) | 0% | 45% | 3.2% | 1% | 2%
CC(CCc1ccccc1)NC(=O)CCNC(=O)c1ccccc1Cl (stereo not drawn) | x | -7% | 3.1% | 2% | 1%
CCNc1ccccc1CP(=O)(c1ccccc1)c1ccccc1O (stereo not drawn) | -8% | 21% | x | x | 6%
Cc1cccc(N2C(=O)C(O)=C(C(=O)c3cccs3)C2c2ccc(F)cc2)n1 (stereo not drawn) | -7% | -8% | 0.3% | -12% | -7%
CCC1(O)CCCC2C3CCC4CC(=O)CCC4(C)C3C(=O)CC21C (stereo not drawn) | x | x | 0.8% | 5% | x
COCCN(CCOC)CC(O)COC(c1ccccc1)c1ccccc1 (stereo not drawn) | -8% | 41% | i | 3% | 7%
CC1(C)CN(c2ccsc2C(=O)O)C1=O | 5% | 29% | i | x | 8%
Cc1cc(-n2cnc(-c3cn[nH]c3C)n2)no1 | 1% | -12% | 1.9% | -1% | 1%
CC(C)(C)CC(C)(C)N=C1Nc2cc(Cl)c(Cl)cc2NC12C[C@H]1CCC(=O)N3CC[C@@H](C2)[C@@H]13 (stereo partly drawn) | x | x | 0.8% | 17% | x
Cc1ccc(-n2nc(C(=O)O)c3ccccc3c2=O)cc1C | 6% | -4% | 0.3% | 12% | 4%
Cc1ccc(C(=O)N2CCC(C(=O)Nc3cccc([N+](=O)[O-])c3)CC2)cc1 | -3% | x | 5.3% | -6% | -7%
C/C(=N\NC(=O)c1ccccc1)c1ccc(C)c([N+](=O)[O-])c1 | -6% | 22% | 9.6% | -4% | 6%
CCn1c(C)c(C)c2cc(C(=O)NCCCN3CCCCC3)ccc21 | 0% | 17% | 1.2% | 6% | 0%
CC(C)(C)c1ccc(C(=O)NCC(=O)N2CCCC2)cc1 | -13% | -2% | 1.3% | 8% | -1%
Cc1ccc(NCc2ccccc2OCc2ccccc2F)cc1 | -2% | 39% | 3.1% | 1% | 8%
O=c1[nH]c(=O)n(C(c2ccccc2)c2ccccc2)cc1Br | -6% | 9% | 0.8% | 6% | 1%
Cc1ccc(S(=O)(=O)N(c2cccc(C(F)(F)F)c2)C2C=CS(=O)(=O)C2)cc1 (stereo not drawn) | -1% | -26% | 9.9% | -4% | 2%
COc1ccc(C(=O)N2CCc3[nH]nc(-c4ccccc4)c3C2)cc1 | -1% | 11% | 3.1% | 6% | 6%
CCc1ccc(C(C)NC(=O)/C(C#N)=C\c2cn[nH]c2-c2ccccc2)cc1 (stereo not drawn) | 12% | 31% | i | 2% | 12%
COc1ccc(NC(=O)COC(=O)c2cc([N+](=O)[O-])ccc2N2CCOCC2)cc1 | -5% | 10% | 3.7% | -3% | -21%
O=c1[nH]c2ccccc2c2nc(-c3cccc(S(=O)(=O)N4CCCC4)c3)nn12 | -14% | -10% | 8.0% | -3% | 6%
Cc1nc(N2CCN(C(=O)c3ccco3)CC2)c2c3c(sc2n1)CCCC3 | -11% | 16% | 11% | 1% | 64%
C=CCN1CC[C@]23c4c5ccc(O)c4OC2C(O)CC[C@@]3(O)[C@H]1C5 (stereo partly drawn) | x | -7% | 1.2% | 2% | -2%
C/C(=N\OC(=O)c1ccc(F)cc1)c1ccc(F)c(F)c1 | 1% | 3% | i | -4% | 9%
Cc1ccccc1CSc1nnnn1-c1ccc(C(N)=O)cc1 | -1% | -15% | 0.1% | -3% | 4%

(list continues)
SMILES | PhoP GFP inhibition | tuberculosis growth | VEEV TC-83 Vero | H1N1 NS1A inhibition | H37Rv inhibition | others
C=CCNC(=S)/N=C/c1c(O)[nH]c(=O)[nH]c1=O | -7% | 3% | i | 2% | 4%
COCCOC(=O)c1c(C)n(C)c2ccc(OC(=O)c3ccco3)cc12 | -9% | 15% | 2.0% | 8% | 2%
Cc1cc(N2C(=O)C(O)=C(C(=O)c3cc4ccccc4o3)C2c2cccc(Br)c2)no1 (stereo not drawn) | 2% | 61% | 2.0% | 2% | 0%
COc1ccc(NC(=S)NNC(=S)Nc2cccc(C(F)(F)F)c2)cc1 | 9% | 76% | 2.7% | 5% | -2%
CC1CCC(N2CCN(C(=O)COc3ccccc3)CC2)CC1 (stereo not drawn) | 2% | 30% | i | -3% | 2%
CCOc1ccc(CN2CCN(Cc3ccsc3)C(CCO)C2)cc1CO (stereo not drawn) | 4% | -8% | 0.8% | -9% | 3% | VEEV TC-83 Vero 10K pilot screen=0.9
O=C(NCCCN1CCOCC1)C(=O)NCc1ccccc1Cl | 7% | 6% | 1.0% | 0% | 11%
